Screens as filed in PubChem.
D1 antagonist: human D1 dopamine receptor antagonism | P21728 | HEK293 TREx D1 cells, calcium flux, dopamine EC80; active compounds read low | activity change, negative = inhibition, % at 10 µM | hit rate 3.2% among 360,000 | AID 504652; in the data active means activity change below about -30%; further: on the % scale 0 is the no-effect control and ±100 the full control effect
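Cells carrying a force-coupled, tetracycline-inducible human D1 receptor report calcium flux. Each well gets a 10 s baseline, compound with 180 s monitoring, then an EC80 dopamine stimulus with a second 180 s kinetic read.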
D1 agonist: human D1 receptor agonism. HEK293 T-REx D1 cells, calcium flux, agonist mode. activation, % at 2 µM. hit rate 1% among 360,000. AID 504660; in the data active means activation above about 30%; further: 0% is about no effect
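Inducible HEK293 T-REx D1 cells, force-coupled to calcium signalling, were plated at 4000 cells/well with tetracycline and held overnight at 30 C. After no-wash calcium dye loading, compound-evoked calcium rise over 180 s flagged agonists.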
RXFP1 ag: activates the human relaxin receptor RXFP1 | AID 2676 | Potency, µM (highest dose often 57.5 µM), inactives show at the highest dose activation, usual class: activators | hit rate 0.3% among 370,000 | HEK293T-RXFP1 cAMP TR-FRET, 30 min; response scale: percent of porcine relaxin response, buffer zero; further: potency means the concentration at half of the fitted maximal effect; on the % scale 0 is the no-effect control and ±100 the full control effect; nearly all actives have a fitted effect of over 60% in size; many of its hits are not listed in these tables
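HEK293T cells stably expressing RXFP1 were pretreated with the PDE4 inhibitor Ro 20174, exposed to compounds for 30 min at 37C, lysed, and cAMP was read by TR-FRET. Data normalized to buffer (basal) and 29 nM porcine relaxin (100%).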
D2 PAM: positive allosteric modulators of human D2 dopamine receptor; P14416; HEK293 T-REx D2, calcium flux, EC20 dopamine potentiation; potentiation, % at 10 µM; hit rate 0.34% among 340,000; AID 485347;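 active means potentiation over 3 SD above the plate norm, cut at about 30% in these data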; further: 0% is about no effect
Target sequence (P14416 whole entry, looked up): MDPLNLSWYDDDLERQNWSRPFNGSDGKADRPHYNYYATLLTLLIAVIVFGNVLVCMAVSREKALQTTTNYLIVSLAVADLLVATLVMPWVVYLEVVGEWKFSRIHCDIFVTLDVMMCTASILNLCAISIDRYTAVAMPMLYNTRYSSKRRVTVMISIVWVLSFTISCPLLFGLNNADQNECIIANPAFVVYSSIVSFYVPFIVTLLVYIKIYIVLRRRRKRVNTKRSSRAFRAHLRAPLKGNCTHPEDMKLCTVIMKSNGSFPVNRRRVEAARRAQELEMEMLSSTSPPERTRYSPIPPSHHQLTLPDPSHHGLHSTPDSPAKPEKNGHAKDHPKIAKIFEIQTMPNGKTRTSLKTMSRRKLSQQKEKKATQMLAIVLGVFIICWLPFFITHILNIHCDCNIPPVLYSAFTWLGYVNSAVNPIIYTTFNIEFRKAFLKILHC
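Potentiation of an EC20 dopamine calcium response is measured in a force-coupled, tetracycline-inducible Hek293 Trex D2 line. Compound-only kinetic reads over 180 s flag agonists before dopamine addition.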
GRP78 ERSR act: induces the endoplasmic reticulum stress response in human glioma cells; AID 602332; hit rate 0.02% among 420,000; U87-MG GRP78 promoter luciferase reporter, 16 h; Potency, µM, for inactives: at the highest dose activation, most hits filed as activators; further: potency means the concentration at half of the fitted maximal effect; series mostly up to about 76 µM; % of control where 0% means no effect; nearly all actives have a fitted effect of over 35% in size
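Stably transfected U87-MG glioma cells carrying a GRP78-based luciferase sensor; 16 h compound incubation. Luminescence end-point read 10 min after Bright-Glo addition at room temperature.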
LDHA block: blocks human lactate dehydrogenase A; hit rate 0.15% among 480,000; activity change, % (values are at about 110 or 230 µM); AID 1347041; purified LDHA, NADH/diaphorase-resazurin fluorescence; active compounds read low; in the data active means activity change below about -30%; inconclusive means mostly about -25% to -30%;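 further: plate controls were DMSO wells for no effect and wells without enzyme for full effect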
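Human LDH5 (2 nM) was incubated with 0.06 mM NADH and 0.2 mM pyruvate for 5 min at room temperature in Tris pH 7.4. Remaining NADH was coupled through diaphorase/resazurin, and resorufin fluorescence was read at 0 and 20 min.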
Vif-A3G inh: blocks the Vif interaction with human APOBEC3G | Potency, µM (highest dose often 46.1 µM), without a hit: top-dose activity, negative = active, most hits filed as inhibitors | AID 602310 | hit rate 0.076% among 410,000 | HeLa A3G-eYFP + Vif (tagged APOBEC3G with the HIV-1 protein that degrades it), YFP fluorescence, overnight | Q9HC16;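 further: potency means the concentration at half of the fitted maximal effect; on the % scale 0 is the no-effect control and ±100 the full control effect; nearly all actives have a fitted effect of over 60% in size; hits raise eYFP signal because A3G escapes Vif-driven loss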
Target sequence (Q9HC16 whole entry, looked up): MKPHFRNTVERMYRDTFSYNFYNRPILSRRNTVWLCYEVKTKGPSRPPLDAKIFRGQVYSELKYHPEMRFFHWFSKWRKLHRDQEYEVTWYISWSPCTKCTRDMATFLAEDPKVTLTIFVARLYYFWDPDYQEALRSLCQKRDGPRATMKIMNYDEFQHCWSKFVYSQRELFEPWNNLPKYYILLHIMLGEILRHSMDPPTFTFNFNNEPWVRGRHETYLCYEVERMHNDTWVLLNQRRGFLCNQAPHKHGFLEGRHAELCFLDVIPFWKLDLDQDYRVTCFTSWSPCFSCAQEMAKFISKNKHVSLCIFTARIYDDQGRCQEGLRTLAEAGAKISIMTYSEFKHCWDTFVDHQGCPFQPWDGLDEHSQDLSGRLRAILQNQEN
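HeLa cells stably expressing Vif and C-terminally eYFP-tagged A3G, seeded overnight at 37 deg C, then exposed to compound by pintool overnight at 37 deg C. Rise in yellow fluorescence (Ex 488/Em 500-530, Acumen) marks blocked Vif-driven A3G degradation.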
D1 PAM: human D1 dopamine receptor positive modulation; HEK293 TREx D1 cells, calcium flux, dopamine EC20 potentiation; potentiation, % at 10 µM; hit rate 0.036% among 360,000; in the data active means potentiation above about 30%; further: 0% is about no effect
Vif-A3F inh: inhibitors of Vif-A3F interaction. hit rate 0.2% among 390,000. HeLa A3F-eYFP + Vif (tagged APOBEC3F with the HIV-1 protein that degrades it), YFP fluorescence increase. Potency, µM (top dose mostly 46.1 µM), for the others: top-dose activity, negative = active; further: potency means the concentration at half of the fitted maximal effect; % of control where 0% means no effect; nearly all actives have a fitted effect of over 65% in size
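HeLa cells stably expressing A3F-eYFP plus Vif, plated and incubated overnight at 37 deg C, then exposed to compounds overnight at 37 deg C. Blocked degradation read as raised yellow fluorescence (Ex 488/Em 500-530).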
Starred values were filed as active, the others as inactive; ? = inconclusive; · = not tested or not shown. Unless noted, the call rests on the fitted dose curve; in most records, active means well fitted curve in the direction sought with a large enough effect; inconclusive means small, poorly fitted or top-dose-only effect, or another doubt; inactive means no such curve, though single readings can be large; an effect the other way counts as inactive or inconclusive. The list is partial, so the mix of outcomes need not match the whole.

#1 Cc1cc(SCC(=O)OCC(=O)NCc2ccc3c(c2)OCO3)c(C)cc1Br
#2 CC1(C)C(=S)N(Cc2ccccc2)c2ccccc21
#3 CC(C)(C)NS(=O)(=O)c1ccc(CCC(=O)N2CCCCC2)cc1
#4 O=C(COC(=O)CCC1CCCC1)Nc1ccc(Cl)cn1
#5 O=C(CCC(=O)N/N=C/c1cc(Cl)cc(Cl)c1O)NCc1ccccc1
compound no. | 1 | 2 | 3 | 4 | 5
D1 antagonist | -38* | 2 | 3 | 6 | -8
Vif-A3G inh | 0% | -21% | 0% | 0% | -3%
Vif-A3F inh | 0% | -5% | -4% | -8% | -9%
D2 PAM | 5 | -3 | -3 | 9 | 4
D1 agonist | 14 | 3 | 3 | 22 | 1
GRP78 ERSR act | -2% | -5% | -3% | -3% | -2%
LDHA block | -1 | 0 | -8 | -5 | 8
RXFP1 ag | -0.2% | 7.4% | 1.3% | 1.1% | -0.7%
D1 PAM | -2 | -6 | -1 | 6 | 5

#6 CCN(CC)S(=O)(=O)c1ccc(OC)c(NC(=O)c2ccc3c(c2)OCO3)c1
#7 CCc1ccc2ncc3c(-c4ccc(C)cc4)nn(CC(=O)Nc4ccc(C)cc4)c3c2c1
#8 COc1ccc(C(=O)N2CCOC2CNC(=O)C(=O)NCCc2ccccc2OC)cc1 (centres undefined)
#9 CCOC(=O)C1(CC2CC2)CCN(Cc2ccc3cccc(F)c3n2)CC1
#10 CC1CCc2c(sc(Nc3nc4c(F)cccc4s3)c2C(N)=O)C1 (centres undefined)
compound no. | 6 | 7 | 8 | 9 | 10
D1 antagonist | 1 | 5 | -12 | -23 | 5
Vif-A3G inh | 0% | -5% | 0% | 1% | ?
Vif-A3F inh | 4% | 2% | 2% | -3% | ?
D2 PAM | 4 | 6 | -6 | -21 | 4
D1 agonist | 2 | 4 | 1 | 13 | 5
GRP78 ERSR act | -1% | 1% | -5% | -2% | 0%
LDHA block | -6 | 1 | -8 | 0 | -8
RXFP1 ag | -0.6% | 5.0% | -0.2% | 2.1% | 3.9%
D1 PAM | 4 | 1 | -3 | -8 | -2

#11 COC(=O)C/C(C)=N/Nc1ccc(S(=O)(=O)N2CCCC2)cc1[N+](=O)[O-]
#12 CCc1ccccc1NC(=O)Cn1nc(C)n2cccc2c1=O
#13 CC(=O)c1ccc(OCC(=O)Nc2nnc(C3CC3)s2)cc1
#14 CN(Cc1ccccc1)C(=O)Cn1c(=O)oc2cc(S(=O)(=O)NCc3ccccc3)ccc21
#15 COc1cccc2cc(/C(=N/O)c3ccccc3)oc12
compound no. | 11 | 12 | 13 | 14 | 15
D1 antagonist | 6 | 1 | · | -17 | ·
Vif-A3G inh | 3% | 0% | -1% | 1% | -10%
Vif-A3F inh | -4% | -1% | -1% | 0% | -15%
D2 PAM | -2 | 4 | · | -5 | ·
D1 agonist | 3 | 4 | · | 13 | -1
GRP78 ERSR act | -4% | -5% | -4% | -4% | 3%
LDHA block | -1 | 1 | -3 | 0 | -2
RXFP1 ag | 0.2% | -0.1% | · | 2.8% | 0.8%
D1 PAM | -3 | -3 | · | -7 | 1

#16 O=C(Nc1ccc(C(F)(F)F)cc1)c1cccc(-n2cnnn2)c1
#17 CC1CCN(S(=O)(=O)c2ccc3c(c2)C(=NO)c2cc(S(=O)(=O)N4CCC(C)CC4)ccc2-3)CC1
#18 CN(C)Cc1ccccc1Sc1ccc(Br)cc1
#19 O=C(CN1CCN(C(=O)c2ccco2)CC1)Nc1ccccc1-c1ccccc1
#20 CCc1ccc(OCC(=O)N2CC(C(N)=O)Oc3ccccc32)cc1 (centres undefined)
compound no. | 16 | 17 | 18 | 19 | 20
D1 antagonist | -5 | 7 | 20 | 1 | -8
Vif-A3G inh | 2% | -9% | -1% | 1% | -1%
Vif-A3F inh | -3% | 19% | -18% | -5% | 3%
D2 PAM | · | 11 | -7 | -8 | -3
D1 agonist | 13 | 2 | 4 | 5 | 6
GRP78 ERSR act | 0% | -12% | -1% | -4% | 5%
LDHA block | -12 | -6 | -1 | -6 | -1
RXFP1 ag | 1.3% | 1.3% | 0.5% | 0.8% | 3.0%
D1 PAM | · | -2 | -7 | 4 | 0

#21 CCc1ccc2nc(NC(=O)c3ccc4c(=O)[nH]c(CN5CCOCC5)nc4c3)sc2c1
#22 C#CCOCCOCCOCCNc1nc(N2CCN(C(=O)Cn3cc(CCCCN)nn3)CC2)nc(N2CCN(C(=O)Cn3cc(CCCN=C(N)N)nn3)CC2)n1
#23 c1nc(COc2nsnc2N2CCOCC2)cs1
#24 O=C(Nc1cccc(-c2nc3ccccc3[nH]2)c1)c1cccc(NC(=O)c2ccco2)c1
#25 CCOc1ccc(OCC)c(NC(=O)c2nnn(CC(=O)Nc3cc(Cl)ccc3OC)c2N)c1
compound no. | 21 | 22 | 23 | 24 | 25
D1 antagonist | 18 | -2 | 3 | -20 | -5
Vif-A3G inh | -1% | -3% | -2% | ? | -9%
Vif-A3F inh | -9% | -1% | -1% | -19% | -1%
D2 PAM | · | -5 | 3 | · | -9
D1 agonist | 3 | 0 | 7 | 7 | 0
GRP78 ERSR act | 4% | -5% | 3% | 1% | -5%
LDHA block | -10 | -6 | -3 | -14 | -2
RXFP1 ag | 0.6% | 0.2% | 1.1% | 0.7% | 11%
D1 PAM | -4 | -5 | 0 | -6 | 1

#26 Cc1cccc(NCC(=O)N/N=C\c2c[nH]c3ccccc23)c1
#27 CC(NC(=O)C(Cc1ccccc1)N1C(=O)C2C3CCC(C3)C2C1=O)c1ccccc1 (centres undefined)
#28 COc1ccc(CNC(=O)Cn2c(SCC(=O)Nc3ccc(C)c(C)c3)nc3ccccc32)cc1
#29 CCc1ccc(NC(=O)C(C)OC(=O)c2ccc(N3CCCC3)c([N+](=O)[O-])c2)cc1 (centres undefined)
#30 CCCCCOc1ccc(CSCCNC(=S)Nc2ccccc2)cc1
compound no. | 26 | 27 | 28 | 29 | 30
D1 antagonist | 7 | 6 | 5 | -3 | -24
Vif-A3G inh | ? | 0% | -8% | 0% | 0%
Vif-A3F inh | -2% | -25% | -13% | -7% | ?
D2 PAM | · | 5 | -2 | -3 | -1
D1 agonist | 0 | 6 | 23 | 1 | 13
GRP78 ERSR act | -2% | -4% | -2% | -2% | -4%
LDHA block | -2 | -3 | -22 | -9 | -2
RXFP1 ag | 1.3% | -1.7% | 1.2% | -0.6% | 0.3%
D1 PAM | -2 | -9 | -1 | -2 | 9

#31 COc1cc(/C=C2\SC(=O)N(CC(=O)Nc3cccc(C)c3)C2=O)cc([N+](=O)[O-])c1O
#32 O=C1NNC(c2ccccc2)=N/C1=C\c1ccc(Cl)cc1
#33 Cc1cc(C(=O)NC(C)C)on1
#34 O=C(CCc1nnc2n(Cc3ccccc3)c(=O)c3ccccc3n12)NCCN1CCOCC1
#35 Clc1ccc(Cc2noc(CN3CCN(c4ccccc4)CC3)n2)c(Cl)c1
compound no. | 31 | 32 | 33 | 34 | 35
D1 antagonist | -3 | 3 | 23 | -2 | 8
Vif-A3G inh | -1% | -3% | 4% | -2% | -1%
Vif-A3F inh | ? | 0% | -9% | -9% | -6%
D2 PAM | 6 | 1 | 0 | 6 | 7
D1 agonist | 0 | 3 | 8 | 2 | 2
GRP78 ERSR act | -3% | -3% | -5% | -2% | -4%
LDHA block | -5 | 0 | -6 | -7 | -2
RXFP1 ag | 0.8% | -3.5% | 1.1% | 20% | 0.3%
D1 PAM | -4 | 1 | 1 | -7 | 5

#36 CC1CCc2c(sc3nc(-c4cc5cc(Br)ccc5oc4=O)[nH]c(=O)c23)C1 (centres undefined)
#37 COc1ccc(Nc2cc(C(=O)NCc3cccs3)c3ccccc3n2)cc1
#38 COC(=O)c1ccc(CNC(=O)COC(=O)c2cccs2)cc1
#39 O=C(c1ccccc1OCc1ccc(Cl)cc1)N1CCN(c2ccccn2)CC1
#40 COc1cccc(CNC(=O)CCS(=O)(=O)c2ccc3c(c2)NC(=O)CS3)c1
#41 O=C(Nc1ccccc1)C1=C[C@@H](C2CCCCC2)C[C@@H](OCCCCO)O1
#42 O=C(NNS(=O)(=O)c1ccc([N+](=O)[O-])cc1)c1ccncc1
#43 O=C(NCCc1cnn(-c2ccccc2)c1)c1cc(COc2c(F)cccc2F)on1
compound no. | 36 | 37 | 38 | 39 | 40 | 41 | 42 | 43
D1 antagonist | -3 | 3 | · | 10 | 5 | 2 | -6 | -3
Vif-A3G inh | 3% | 0% | 1% | -7% | -3% | 3% | 3% | 3%
Vif-A3F inh | 0% | 2% | 10% | -30% | 5% | 4% | -1% | 12%
D2 PAM | 3 | -12 | · | 2 | -3 | · | 16 | -1
D1 agonist | 1 | 0 | · | 9 | 2 | -3 | 2 | 11
GRP78 ERSR act | -1% | -3% | -3% | 2% | 3% | -3% | 0% | 3%
LDHA block | -2 | 2 | -7 | -9 | -3 | 0 | 3 | -1
RXFP1 ag | 7.1% | 12% | · | -1.0% | 4.5% | 4.0% | 0.8% | -0.4%
D1 PAM | 0 | -2 | · | 2 | -3 | 0 | -3 | -10
